CHO-K1 Ca antag: M1 antagonist counterscreen hit in parental CHO-K1 cells; hit rate 0.6% among 360,000; inhibition, % at 3 µM; ATP-induced calcium, Fluo-8 fluorescence; AID 602250;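 active means inhibition above a per-plate cutoff, the plate's mean sample inhibition plus 3 SD, cut at about 24% in these data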;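 further: 0% = DMSO plus EC80 ATP and 100% = DMSO alone without ATP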
M5 ag: human M5 muscarinic receptor agonists, primary screen, CHO-K1 cells, Fluo-8 calcium fluorescence; activation, % at 3 µM; Muscarinic acetylcholine receptor M5 (Homo sapiens), P08912; AID 624037, 2012; CHO-K1 hM5 cells; 0% DMSO wells, 100% maximal acetylcholine response; hit rate 0.19% among 360,000;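 active means activation above the run's mean over test compounds plus 3 SD, cut at about 23% in these data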;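 further: signal is peak over basal fluorescence ratio across the kinetic read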
Target sequence (P08912 whole entry, looked up): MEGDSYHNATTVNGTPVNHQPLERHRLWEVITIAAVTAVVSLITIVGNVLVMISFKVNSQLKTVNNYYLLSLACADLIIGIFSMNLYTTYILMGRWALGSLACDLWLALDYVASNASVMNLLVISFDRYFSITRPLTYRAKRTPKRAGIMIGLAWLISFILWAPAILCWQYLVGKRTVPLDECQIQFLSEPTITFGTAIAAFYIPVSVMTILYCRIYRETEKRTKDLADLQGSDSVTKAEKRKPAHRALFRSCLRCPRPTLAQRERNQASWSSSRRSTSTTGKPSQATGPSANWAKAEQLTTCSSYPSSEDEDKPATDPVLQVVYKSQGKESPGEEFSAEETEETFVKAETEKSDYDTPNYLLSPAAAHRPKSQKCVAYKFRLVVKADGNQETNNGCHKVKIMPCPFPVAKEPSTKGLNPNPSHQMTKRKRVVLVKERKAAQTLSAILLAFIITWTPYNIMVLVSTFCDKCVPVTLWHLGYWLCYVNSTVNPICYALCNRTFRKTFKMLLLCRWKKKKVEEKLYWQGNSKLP
CHRM5 antagonist: human M5 muscarinic receptor antagonists, primary screen, CHO cells, Fluo-8 calcium fluorescence. CHO-hM5 cells, ACh EC80. hit rate 0.59% among 360,000. Muscarinic acetylcholine receptor M5 (Homo sapiens), P08912. inhibition, % at 3 µM. AID 624040, 2012;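 active means inhibition above a per-plate cutoff, the mean of that plate's test compounds plus 3 SD, cut at about 27% in these data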;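 further: 0% = acetylcholine EC80 with DMSO and 100% = DMSO without agonist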
M4 PAM: human M4 muscarinic receptor positive allosteric modulators, primary screen, CHO-K1 cells, Fluo-8 calcium fluorescence; Muscarinic acetylcholine receptor M4 (Homo sapiens), P08173; CHO-K1 hM4/Gqi5, ACh EC20; 0% = ACh EC20, 100% = maximal ACh; activation, % at 3 µM; hit rate 0.4% among 360,000; AID 624126, 2012;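 active means activation above its plate's cutoff, the mean activation of sample wells plus 3 SD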; further: some results filed as inactive read as strong as hits
Target sequence (P08173 whole entry, looked up): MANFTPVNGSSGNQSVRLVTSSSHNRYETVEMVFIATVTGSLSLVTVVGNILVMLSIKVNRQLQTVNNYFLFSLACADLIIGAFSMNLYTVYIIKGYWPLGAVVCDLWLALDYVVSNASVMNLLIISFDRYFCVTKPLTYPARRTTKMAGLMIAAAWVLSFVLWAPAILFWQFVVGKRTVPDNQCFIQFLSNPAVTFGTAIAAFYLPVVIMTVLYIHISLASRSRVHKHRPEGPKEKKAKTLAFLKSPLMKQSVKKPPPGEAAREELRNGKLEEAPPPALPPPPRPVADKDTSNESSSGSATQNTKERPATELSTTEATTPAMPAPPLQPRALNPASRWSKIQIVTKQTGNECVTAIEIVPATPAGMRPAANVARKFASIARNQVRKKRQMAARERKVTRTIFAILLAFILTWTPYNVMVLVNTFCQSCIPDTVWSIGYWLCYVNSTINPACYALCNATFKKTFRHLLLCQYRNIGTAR
CHRM4 agonist: human M4 muscarinic receptor agonists, primary screen, CHO-K1 cells, Fluo-8 calcium fluorescence. Muscarinic acetylcholine receptor M4 (Homo sapiens), P08173. CHO-K1 hM4/Gqi5; vehicle 0%, full acetylcholine response 100%. activation, % at 3 µM. hit rate 0.14% among 360,000. AID 624127, 2012;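 active means activation above the run mean over all test wells plus 3 SD, cut at about 32% in these data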;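 further: peak over basal fluorescence ratio per well then scaled between controls; 0% = DMSO wells and 100% = acetylcholine at EC100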
CHRM4 antagonist: human M4 muscarinic receptor antagonists, primary screen, CHO cells, Fluo-8 calcium fluorescence; CHO-hM4 cells, ACh EC80; hit rate 0.73% among 360,000; Muscarinic acetylcholine receptor M4 (Homo sapiens), P08173; inhibition, % at 3 µM;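 active means inhibition above its plate's cutoff, the mean inhibition of sample wells plus 3 SD, cut at about 27% in these data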;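 further: 0% = acetylcholine EC80 with DMSO and 100% = DMSO without agonist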
M1 PAM parental: nonselective calcium activators in parental CHO-K1 cells, primary screen, counter-screen for M1 PAM project, cell-based, Fluo-8 calcium fluorescence, full deck, 1536-well; ATP EC20; 0% at ATP EC20, 100% at ATP max; activation, % at 3 µM; hit rate 0.02% among 360,000; AID 602247, 2012;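 active means activation above the run cutoff, the mean activation of all test compounds plus 3 SD, cut at about 40% in these data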;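 further: peak over basal fluorescence ratio in a 140 s read after ATP addition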
M5 PAM: human M5 muscarinic receptor positive allosteric modulators, primary screen, CHO-K1 cells, Fluo-8 calcium fluorescence. CHO-K1 hM5, ACh EC20 PAM; 0% = ACh EC20, 100% = ACh EC100. activation, % at 3 µM. hit rate 0.3% among 360,000. Muscarinic acetylcholine receptor M5 (Homo sapiens), P08912;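 active means activation above the run cutoff, the mean activation of all test compounds plus 3 SD, cut at about 18% in these data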
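Assay system: CHO-K1 hM5 cells. Also added: acetylcholine at EC20 concentration, added after compound. Dosing: 3 µM, single dose. Times: compound preincubation 140 s before EC20 acetylcholine addition. Signal: Fluo-8 calcium fluorescence. Measure: % activation relative to EC20 and EC100 ACh responses. Repeats: singlicate, one well per test compound.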
CHO-K1 Ca ag: counter-screen for M1 agonists: effect in parental CHO-K1 cells; Fluo-8 calcium fluorescence; scaled to maximal ATP response, vehicle zero; activation, % at 3 µM; hit rate 0.48% among 360,000; in the data active means activation above about 15%;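 further: untransfected CHO-K1 host cells lacking M1 receptor as counterscreen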
An asterisk follows results filed as active; x = not tested or not shown.

SMILES	CHO-K1 Ca antag	M5 ag	CHRM5 antagonist	M4 PAM	CHRM4 agonist	CHRM4 antagonist	M1 PAM parental	M5 PAM	CHO-K1 Ca ag
COC(=O)c1ccccc1NS(=O)(=O)c1ccc2c(c1)oc(=O)n2C	6	-7	23	-3	2	1	-14	-4	0.7
CN(Cc1c(C(=O)N/N=C/c2ccc(O)cc2)nnn1-c1nonc1N)C1CCCCC1	1	2	-19	-1	0	-4	-8	4	-0.3
C/C(=N\NC(=O)c1cccc(N/N=C(\C)c2ccncc2)c1)c1ccncc1	4	-1	-4	-12	7	0	3	-9	2.6
COc1ccc(/C=N/NC(=O)c2cccnc2)cc1CN1CCCc2ccccc21	-4	-2	9	-2	4	-1	3	2	0.0
COCCCN1C(=O)c2ccc(C(=O)OCC(=O)N(C)c3ccccc3)cc2C1=O	-5	1	6	2	4	-7	9	6	1.5
OCCC1CN(Cc2ccccc2OC2CCCC2)CCN1Cc1ccsc1 (centres undefined)	0	-4	16	2	4	-10	-3	-7	1.2
Cc1nc2ccc(-c3ccccc3)cc2o1	-6	-1	1	-2	0	4	13	1	-0.2
CN(C)/C(=N\S(=O)(=O)c1ccc(Br)cc1)c1ccccc1	-16	-2	-5	8	1	-20	17	12	0.3
Cc1cccc(-c2ncc(CN3CCCC(CO)(Cc4ccccc4C)C3)cn2)c1 (centres undefined)	-11	-7	-4	-3	0	-14	28	-2	0.9
O=C(NNC(=O)c1ccccc1F)c1ccc2[nH]c(=O)c(=O)[nH]c2c1	-3	-4	4	-2	1	-6	1	-7	0.0
Cc1ccc(CNC(=O)C2CCC(=O)N(C3CCCC3)C2)c(F)c1F (centres undefined)	-21	-2	-3	-1	1	0	10	7	1.0
O=C(CN(CC1CCCO1)C(=O)c1nsc(Cl)c1Cl)NC1CCCC1 (centres undefined)	1	2	-6	5	0	-12	23	3	-0.1
COc1ccc(C(=O)NCCn2cc(SCC(=O)Nc3cc(C)on3)c3ccccc32)cc1OC	14	-1	19	-8	7	-1	-4	-21	1.6
CCSc1ccc([C@@H]2[C@@H]3C(=O)N(C)C(=O)[C@@H]3[C@]3(C(=O)OC)CCCCN23)cc1	-15	-2	7	-3	-2	2	18	0	0.1
CCC(=O)Nc1cc(NC(=O)CSc2nnc(C(C)C)n2CC)ccc1C	0	-7	-1	0	1	5	5	-8	0.8
COc1ccc(OC)c(CN2CCN(Cc3cc(OC)c(OC)c(OC)c3)CC2)c1	-4	-9	-1	-3	0	-11	10	-2	0.0
O=C(CN1CCN(S(=O)(=O)/C=C/c2ccccc2)CC1)NC(=O)NCc1ccco1	-12	2	-8	0	0	0	12	4	-0.5
c1ccc(C2(CN3CCNC[C@H]3Cc3cccc4ccccc34)CC2)cc1	-3	-3	9	29*	6	10	-8	7	-0.1
CCOC(=O)C1(CCOc2ccccc2)CCN(Cc2cccn2-c2ncccn2)CC1	-2	-10	-1	-18	1	3	-1	-5	1.0
CC(C)(C)n1nc2c(c1NC(=O)c1ccccc1S(=O)(=O)C(F)F)CS(=O)(=O)C2	5	-3	5	1	1	3	-7	2	-0.1
COC(=O)c1sccc1NC(=O)c1ccc(C)s1	-2	0	3	21	-2	3	9	0	0.0
FC(F)(F)c1cnc(NNC(=S)Nc2ccccc2Cl)c(Cl)c1	8	13	17	-5	16	15	12	-12	16*
CCOc1ccc(N(CC(=O)NCc2cccnc2)S(=O)(=O)c2ccc(F)cc2)cc1	-10	-5	2	3	3	0	14	1	1.0
CCOc1c(OC)cc(C2C(C#N)=C(N)Oc3n[nH]c(-c4ccncc4)c32)cc1OC (centres undefined)	-7	0	2	2	0	-7	11	0	0.2
C=CCC(NC(=O)N(C)C)(C(C)=O)C(=O)OC (centres undefined)	x	2	1	5	3	-2	x	1	x
Cc1cccc(OCC(=O)NCCNC(=O)c2ccco2)c1	-7	-3	13	2	0	-6	6	1	1.3
CC(Oc1ccccc1)C(=O)N1CCN(S(=O)(=O)c2ccc(OC(F)(F)F)cc2)CC1 (centres undefined)	-9	5	-8	-2	8	-8	20	-2	1.4
Cn1c(=O)c2c(n(C)c1=O)=NC1(CCCCC1)ON=2	-15	-2	-2	-2	1	-3	9	2	0.4
CCOC(=O)c1sc(NC(=O)CC(C)c2ccccc2)nc1C (centres undefined)	9	-8	21	-3	-1	-8	1	-6	-0.2
CCn1cc(C(=O)Nc2ccc(OC)c(S(=O)(=O)N3CCCCC3)c2)c(=O)c2ccc(C)nc21	-7	-3	9	0	-1	3	15	-1	0.1
CC(C)NC(=O)CSc1ncccc1-c1nc2ccccc2[nH]1	-2	-3	13	3	1	8	7	-1	0.8
CCOC(=O)C1CCCN(C(=O)c2cccc(Cl)c2)CC1 (centres undefined)	-9	-1	0	8	1	-11	17	-1	0.7
N[C@@H](Cc1ccccc1)C(=O)N1CCC(C(=O)N[C@@H](Cc2c[nH]c3ccccc23)C(=O)O)CC1	-3	-2	7	5	2	-4	-4	0	0.4
COc1ccc(OCC(=O)N/N=C/C(C)=C/c2ccco2)c(Br)c1	-12	-3	8	-2	0	-15	-24	-7	0.2
O=C(Cn1nnc2ccccc21)OCc1ccccc1	-6	-1	10	-1	2	-2	8	0	1.9
N#C/C(=C\c1ccccn1)c1ccccn1	-10	-5	-6	-9	1	-9	20	10	-0.5
Cc1ccc(OCCn2c(C)c(/C=N/n3cnnc3)c3ccccc32)cc1	-4	-2	7	-2	7	-8	23	-10	1.6
CC(C)c1ccc(NC(=O)C2(C)Cc3c(-c4cccc(C(N)=O)c4)ccnc3O2)cc1 (centres undefined)	-10	-1	-4	3	6	-8	23	3	2.1
Cc1ccc(S(=O)(=O)Nc2ccc3[nH]c(=O)[nH]c3c2)c(C)c1	0	-1	-3	18	2	-3	-10	0	-0.1
CCOc1ccc(NC(=O)Nc2cc(OCC(F)(F)F)cc(OCC(F)(F)F)c2)cc1	14	1	28*	-9	10	9	6	-15	7.8
CC(C)(O)C#Cc1ccc(CN2CCCC(CNC(=O)c3ccco3)C2)cc1 (centres undefined)	-1	-5	11	-5	1	9	9	-3	0.6
CCn1c(Cc2ccccc2)nnc1SCC(=O)Nc1nc(C)c(C)s1	-7	4	-1	4	0	-4	3	5	0.9
O=C(Nc1nccs1)C1(S(=O)(=O)c2ccc(Cl)cc2)CC1	-14	1	14	-7	3	4	-4	-7	1.2
O=C(OCC(=O)N1CCCC1)c1c(Cl)cccc1Cl	-11	-2	2	11	1	-7	30	10	1.8
C[C@@H]1CN([C@H](C)CO)C(=O)CCCn2cc(nn2)CO[C@H]1CN(C)C(=O)c1ccc2ccn(C)c2c1	4	1	-6	-1	1	-8	14	1	1.2

Single records (already shown):
CC(C)(C)n1nc2c(c1NC(=O)c1ccccc1S(=O)(=O)C(F)F)CS(=O)(=O)C2 is listed as CHO-K1 Ca antag: 5; M5 ag: -3; CHRM5 antagonist: 5; M4 PAM: 1; CHRM4 agonist: 1; CHRM4 antagonist: 3; M1 PAM parental: -7; M5 PAM: 2; CHO-K1 Ca ag: -0.1
CC(C)c1ccc(NC(=O)C2(C)Cc3c(-c4cccc(C(N)=O)c4)ccnc3O2)cc1 (centres undefined) is listed as CHO-K1 Ca antag: -10; M5 ag: -1; CHRM5 antagonist: -4; M4 PAM: 3; CHRM4 agonist: 6; CHRM4 antagonist: -8; M1 PAM parental: 23; M5 PAM: 3; CHO-K1 Ca ag: 2.1

New compounds follow:
SMILES	CHO-K1 Ca antag	M5 ag	CHRM5 antagonist	M4 PAM	CHRM4 agonist	CHRM4 antagonist	M1 PAM parental	M5 PAM	CHO-K1 Ca ag
OC1(c2ccc3c(c2)OCO3)CCN(Cc2ccccn2)CC1	12	-1	-4	-10	2	6	-11	1	2.1
NC(=O)Cn1c(=O)n(Cc2ccco2)c(=O)c2c3c(sc21)CCCCC3	-20	0	0	6	-3	-2	0	2	0.1
Cc1ccc(N=Nc2ccc(O)c3ncccc23)cc1	-14	-1	-2	11	4	-4	29	-1	1.2
Cc1ccccc1N(CC(=O)NCC1CCCO1)C(=O)C1(C)CC(=O)N=C2C=CC=CN21 (centres undefined)	-11	1	-5	0	0	2	10	2	0.3
COc1cc([N+](=O)[O-])cc(/C=N/NC(=O)CSc2ccccn2)c1O	-11	0	9	14	-2	-12	16	2	0.0
O=C(Nc1cccc(S(=O)(=O)NC2=NCCCCC2)c1)c1cc(-c2ccccc2Cl)nc2ccccc12	9	2	5	-7	10	7	20	-11	4.0
O=C(CSc1ccccc1)NCCCN1CCOCC1	3	1	-4	-5	0	0	-5	-4	0.3
CN1CCN(C2CCCCC2NS(=O)(=O)c2ccccc2)CC1 (centres undefined)	-17	-8	-6	-3	1	-2	25	8	0.4
Cc1ccc(Cl)c(NC(=O)CN2CCNC(=O)C2)c1Cl	-13	1	5	16	2	-6	23	2	0.8
O=C(O)CCNS(=O)(=O)c1ccccc1Br	-5	1	2	-2	0	7	19	5	0.5
COc1cccc(N(C(=O)c2ccn[nH]2)C2(C(=O)Nc3c(C)cccc3C)CCCCC2)c1	13	-7	0	2	0	3	-3	-1	0.0
O=C(OC(C(=O)NCc1cccs1)c1ccc(F)cc1)c1ccco1 (centres undefined)	-6	-5	-9	22	1	-19	9	3	0.5
CC(C)c1ccc(S(=O)(=O)N2CCN(CC(=O)Nc3ccc(Cl)cc3F)CC2)cc1	-11	2	6	8	-1	0	1	0	0.3
CCn1c(SCC(=O)Nc2ccccc2-c2ccccc2)nnc1-c1ccoc1C	-2	-9	1	-1	3	3	19	-8	2.1
COC(=O)N(C)CCCC1(C)C(=O)N(C)c2ccc(O)cc21 (centres undefined)	-5	-5	6	19	2	-8	15	-4	0.8
COc1ccccc1OCCNC(=O)Cc1ccc(Cl)c(Cl)c1	-13	0	2	-2	2	4	7	0	1.3
COc1ccc(-c2nc(SCC(=O)NC3CCCCC3)n[nH]2)cc1	-6	-2	1	-3	2	4	6	5	1.2
O=C(O)/C=C/C(=O)c1ccc2c(c1)NC(=O)CO2	-5	0	-12	7	0	-1	15	6	0.9
C#CCOCCOCCOCCNc1nc(N2CCN(C(=O)CCCCCCCCCCNC(=O)Cn3cc(C[C@@H](C)O)nn3)CC2)nc(N2CCN(C(=O)CCCCCCCCCCNC(=O)[C@H](CCCCN)n3cc(CCCC(=O)O)nn3)CC2)n1	-2	4	11	11	1	0	10	2	7.8
COc1ccc(C(=O)NCc2ccc(-n3cccc3)cc2)cc1OC	-9	-1	10	-3	3	-4	20	-7	2.1
COC(=O)c1ccc(NC(=O)COC(=O)c2cccc3c(=O)c(C)c(-c4ccccc4)oc23)cc1	-9	-3	1	2	4	3	24	-1	1.2
Nc1ncnc2c1ncn2[C@@H]1O[C@H](C(=O)N[C@H](CO)Cc2ccc(O)cc2)[C@@H](O)[C@H]1O	-13	2	4	0	1	0	15	0	0.4
Cn1ncc(Cl)c1C(=O)Nc1cc(C(F)(F)F)ccc1F	-5	-1	0	8	-1	-8	19	0	0.5
Cc1ccc(NC(=O)C2Oc3ccccc3OC2C)cc1 (centres undefined)	-4	0	-3	-4	0	-3	-5	-1	-0.2
